# RGS4 inhibitor: Inhibitors of Regulator of G Protein Signaling (RGS) 4: qHTS; Regulator of G-protein signaling 4 (Homo sapiens), P49798; Transcreener GDP fluorescence polarization, RGS4-accelerated GTP hydrolysis; Potency, µM (top dose mostly 114 µM), inactives show at the highest dose activity change, negative = inhibition, hits mostly inhibitors; 390,000 tested, 0.039% active; AID 504845, 2011; further: potency means the concentration at half of the fitted maximal effect; on the % scale 0 is the no-effect control and ±100 the full control effect; nearly all actives have a fitted effect of over 75% in size; some results filed as inactive show a strong effect at the top dose
# Target sequence (P49798 whole entry, looked up): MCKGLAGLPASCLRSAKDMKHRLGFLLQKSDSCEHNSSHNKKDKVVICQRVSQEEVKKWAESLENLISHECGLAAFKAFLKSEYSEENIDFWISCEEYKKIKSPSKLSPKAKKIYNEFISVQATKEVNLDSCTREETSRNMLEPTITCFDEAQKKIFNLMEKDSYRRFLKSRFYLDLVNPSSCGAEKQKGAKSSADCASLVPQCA
#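 MLSMR compounds (23 nl, pin-transferred) preincubated 10 min at room temperature with a 500nM (2x) first reagent, then RGS4 at 900nM (2x) plus Transcreener GDP mix added; fluorescence polarization (620/688 nm) read before and after 90 min at 30 °C.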
# LDHA block: qHTS assay for inhibitors of human lactate dehydrogenase; activity change, % (values are at about 110 or 230 µM); L-lactate dehydrogenase A chain (Homo sapiens), P00338; 480,000 tested, 0.15% active; purified LDHA, NADH/diaphorase-resazurin fluorescence; active compounds read low; in the data active means activity change below about -30%; inconclusive means mostly about -25% to -30%;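 further: plate controls were DMSO wells for no effect and wells without enzyme for full effect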
#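 Enzyme activity of human lactate dehydrogenase 5 (2 nM; 0.06 mM NADH, 0.2 mM pyruvate, 5 min, RT) is measured via a resazurin/diaphorase fluorescence readout of residual NADH.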
# ERG-DNA inh: qHTS for Small Molecule Inhibitors of the ERG Ets/DNA interaction; AID 624246, 2012; Potency, µM (titrated, usually from 76.9 µM), inactives show at the highest dose FP activity, negative = inhibition, usual class: inhibitors; fluorescence polarization, His-ERG Ets domain / labelled DNA; 370,000 tested, 0.028% active; Transcriptional regulator ERG (Homo sapiens), P11308; active means well fitted inhibition curve with a large enough effect in the polarisation, with a control signal flat; inconclusive means small, poorly fitted or top-dose-only effect, or effect the other way, or a change in a side signal; inactive means no such curve, though single readings can be large or run the other way; the % refers to the polarisation;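 further: polarization taken with two DNA probes labelled with fluorescein and Texas red; potency means the concentration at half of the fitted maximal effect; % of control where 0% means no effect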
#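 His-tagged ERG Ets domain (1 uM in the protein solution; 300mM KCl, 50mM Tris-HCl, 1mM EDTA, 1mM DTT, pH 7.5) received compound, then a probe mix of 5 nM fluorescein-DNA and 100nM Texas-615-DNA. Fluorescence polarization was read for both dyes.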
# 12-LOX inh: Primary qHTS assay for inhibitors of human arachidonate 12S-lipoxygenase (ALOX12): Round 2; Polyunsaturated fatty acid lipoxygenase ALOX12 (Homo sapiens), P18054; purified 12hLO, xylenol orange hydroperoxide absorbance; Potency, µM (series often up to 108 µM), for the others: at the top dose activity change, negative = inhibition, hits mostly inhibitors; 580,000 tested, 1.1% active; further: potency means the concentration at half of the fitted maximal effect; on the % scale 0 is the no-effect control and ±100 the full control effect
#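 Purified human 12hLO at 150 nM in 25 mM Hepes, 0.01% Triton X-100, pH 7.0, preincubated 15 min at room temperature with compound. Reaction started with 40 uM arachidonic acid, 30 min at room temperature. Hydroperoxide measured by Fe-xylenol orange, 573/405 nm absorbance ratio.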
# GRP78 ERSR act: qHTS for Inducers of the Endoplasmic Reticulum Stress Response (ERSR) in Human Glioma: qHTS. U87-MG GRP78 promoter luciferase reporter, 16 h. Potency, µM, for inactives: at the highest dose activation, actives largely listed as activators. 420,000 tested, 0.02% active; further: potency means the concentration at half of the fitted maximal effect; series mostly up to about 76 µM; % of control where 0% means no effect; nearly all actives have a fitted effect of over 35% in size
#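 ERSR induction read as luciferase luminescence (Bright-Glo, 10 min at room temperature) in stably transfected human U87-MG glioma cells exposed to compounds for 16 h, using GRP78 as sensor.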
# Vif-A3F inh: qHTS for Inhibitors of Vif-A3F Interactions: qHTS; HeLa A3F-eYFP + Vif (tagged APOBEC3F with the HIV-1 protein that degrades it), YFP fluorescence increase; Potency, µM (highest dose often 46.1 µM), for the others: at the top dose activity, negative = active; 390,000 tested, 0.2% active; further: potency means the concentration at half of the fitted maximal effect; % of control where 0% means no effect; nearly all actives have a fitted effect of over 65% in size
#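 HeLa cells stably expressing A3F-eYFP plus Vif, plated and incubated overnight at 37 deg C, then exposed to compounds overnight at 37 deg C. Blocked degradation read as raised yellow fluorescence (Ex 488/Em 500-530).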
# Vif-APOBEC3G blk: qHTS for Inhibitors of Vif-A3G Interactions: qHTS. 410,000 tested, 0.076% active. HeLa A3G-eYFP + Vif (tagged APOBEC3G with the HIV-1 protein that degrades it), YFP fluorescence, overnight. Potency, µM (highest dose often 46.1 µM), for inactives: at the highest dose activity, negative = active, most hits filed as inhibitors;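 further: potency means the concentration at half of the fitted maximal effect; on the % scale 0 is the no-effect control and ±100 the full control effect; nearly all actives have a fitted effect of over 60% in size; hits raise eYFP signal because A3G escapes Vif-driven loss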
# Target sequence (Q9HC16 whole entry, looked up): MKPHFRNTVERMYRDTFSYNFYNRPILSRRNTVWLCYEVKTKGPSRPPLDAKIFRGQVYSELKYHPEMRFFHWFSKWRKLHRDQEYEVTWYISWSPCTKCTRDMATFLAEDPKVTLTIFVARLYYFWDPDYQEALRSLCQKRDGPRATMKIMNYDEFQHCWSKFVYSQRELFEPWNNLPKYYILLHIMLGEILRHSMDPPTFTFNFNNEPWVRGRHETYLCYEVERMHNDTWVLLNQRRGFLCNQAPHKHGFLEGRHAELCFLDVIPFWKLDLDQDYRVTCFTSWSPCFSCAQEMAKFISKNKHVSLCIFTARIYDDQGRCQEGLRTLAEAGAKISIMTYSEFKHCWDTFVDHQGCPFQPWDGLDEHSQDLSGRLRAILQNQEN
#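 HeLa cells stably expressing Vif and C-terminally eYFP-tagged A3G, seeded overnight at 37 deg C, then exposed to compound by pintool overnight at 37 deg C. Rise in yellow fluorescence (Ex 488/Em 500-530, Acumen) marks blocked Vif-driven A3G degradation.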
# D2 antagonist: HTS Assay for Allosteric Antagonists of the Human D2 Dopamine Receptor: Primary Screen for Antagonists; inhibition, % at 10 µM; 340,000 tested, 2% active; AID 485344, 2010; D(2) dopamine receptor (Homo sapiens), P14416; HEK293 TREx D2 cells, calcium flux, dopamine EC80; in the data active means inhibition above about 30%; further: 0% is about no effect
# Target sequence (P14416 whole entry, looked up): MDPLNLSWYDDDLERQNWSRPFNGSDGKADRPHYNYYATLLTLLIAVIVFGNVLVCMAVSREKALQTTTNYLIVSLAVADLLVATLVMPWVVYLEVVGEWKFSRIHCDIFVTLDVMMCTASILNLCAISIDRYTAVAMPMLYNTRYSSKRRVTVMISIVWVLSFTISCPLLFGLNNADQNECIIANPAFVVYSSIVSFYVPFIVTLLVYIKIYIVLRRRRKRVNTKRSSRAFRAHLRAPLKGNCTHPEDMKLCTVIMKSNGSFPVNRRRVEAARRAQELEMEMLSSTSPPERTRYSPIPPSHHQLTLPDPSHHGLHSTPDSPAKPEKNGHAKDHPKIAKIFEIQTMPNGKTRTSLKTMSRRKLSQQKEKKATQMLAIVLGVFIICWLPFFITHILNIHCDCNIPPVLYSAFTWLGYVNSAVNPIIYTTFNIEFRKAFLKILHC
#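 Calcium flux kinetic readout in an inducible HEK293 TREx D2 line plated overnight at 30 C. After 180 s compound exposure, an EC80 dopamine challenge follows with another 180 s kinetic read to detect antagonism.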
# D2 agonist: HTS Assay for Allosteric Agonists of the Human D2 Dopamine Receptor: Primary Screen for Agonists. 340,000 tested, 0.53% active. HEK293 T-REx D2 cells, calcium flux agonist mode. D(2) dopamine receptor (Homo sapiens), P14416. activation, % at 2 µM;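 active means activation over 3 SD above normal in the single-dose calcium agonist read, cut at about 30% in these data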; further: 0% is about no effect
#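 Tetracycline-induced HEK293 Trex cells with D2 receptor force-coupled to calcium signaling, plated overnight at 30 C and loaded with no-wash calcium dye. Calcium flux read kinetically for 180 s after compound addition; responses flag agonists.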
# * hit, by the source's call; ? = inconclusive; . = no result given; & = joins results of further samples; [ ] = dose if it differs, or a comment. Unless noted, the call rests on the fitted dose curve; in most records, active means well fitted curve in the direction sought with a large enough effect; inconclusive means small, poorly fitted or top-dose-only effect, or another doubt; inactive means no such curve, though single readings can be large; an effect the other way counts as inactive or inconclusive. An excerpt (hit frequency here may not be typical).
1) COc1ccccc1OC(C)C(=O)N1CC(=O)Nc2ccccc21 (configuration not stated)
2) Oc1[nH]c2ccccc2c1N=Nc1ccc(F)cc1
3) CN(C)S(=O)(=O)c1cccc(NC(=S)NC(=O)c2ccco2)c1
4) O=C1/C(=C/c2ccccc2)CCC1C1CCCC1 (configuration not stated)
5) CCn1c(=NC(=O)c2ccc(S(=O)(=O)N3CCCCC3)cc2)sc2cccc(OC)c21
6) Cc1ccccc1SCC(=O)N/N=C/c1ccc(F)cc1
Compound	1	2	3	4	5	6
RGS4 inhibitor	18%	12%	-37%	30%	-14%	-9%
LDHA block	-7	-5	-3	-6	-2	-2
ERG-DNA inh	7%	-14%	-1%	-1%	4%	-2%
12-LOX inh	10%	-17%	?	5%	-11%	12%
GRP78 ERSR act	-8%	11%	-1%	9%	-1%	-1%
Vif-A3F inh	11%	?	5%	-2%	3%	4%
Vif-APOBEC3G blk	0%	?	1%	-1%	3%	-6%
D2 antagonist	13	6	2	-11	.	-1
D2 agonist	0.5	4.0	0.4	1.1	0.1	1.2

7) COc1cccc(-n2c(=O)c3sc4ccccc4c3n(Cc3c(F)cccc3Cl)c2=O)c1
8) CCC(C)[C@H]1CNCCN1CCc1cccc(F)c1 (some centres not stated)
9) COc1cc(C)ccc1OCc1cc(C(=O)NCCN2CCOCC2)no1
10) COc1ccc(S(=O)(=O)Nc2ccc(O)c(Sc3nc4ccccc4s3)c2)cc1
11) Cc1ccc(CNC(=O)CCc2c(C)nc3nc(CNC(=O)OC(C)(C)C)nn3c2C)cc1
12) C=CCn1c(=O)c2ccccc2n2c(SCC(=O)c3ccccc3)nnc12
Compound	7	8	9	10	11	12
RGS4 inhibitor	4%	13%	6%	-25%&-45%	32%	-34%[11.4 µM]
LDHA block	2	-1	-2	-1&-5	2	-3
ERG-DNA inh	2%	4%	7%	-1%&3%	7%	-3%
12-LOX inh	-7%	?	-1%	22µM*	9%	0%
GRP78 ERSR act	-2%	-5%	4%	-2%&-6%	-4%	0%
Vif-A3F inh	-8%	-2%	-4%	-4%&-1%	3%	2%
Vif-APOBEC3G blk	-1%	3%	-1%	-7%&-6%	2%	6%
D2 antagonist	.	2	.	6	.	8
D2 agonist	-0.1	0.6	.	-2.2&-0.6	-0.3	-0.5

# Printed as active in 12-LOX inh, of those listed so far:
no.	Molecule	RGS4 inhibitor	LDHA block	ERG-DNA inh	12-LOX inh	GRP78 ERSR act	Vif-A3F inh	D2 antagonist
10	COc1ccc(S(=O)(=O)Nc2ccc(O)c(Sc3nc4ccccc4s3)c2)cc1	-25%&-45%	-1&-5	-1%&3%	22µM*	-2%&-6%	-4%&-1%	6

# (next part)
13) COc1ccc(CNCc2c(C(=O)O)c(C)n(Cc3ccccc3C)c2C)c(OC)c1
14) CC(=O)Nc1ccc(/C=N/Nc2nc3ccccc3[nH]2)cc1
15) Cc1ccc(CNc2cc(C)nc3nc(-c4cccc(C)c4)nn23)cc1
16) COc1ccc(CN=C2NC(=O)CC(C(=O)Nc3cc(C)cc(C)c3)S2)cc1 (configuration not stated)
17) COC(=O)c1ccccc1NC(=O)C1=CC(c2cccs2)=NS(=O)(=O)N1C
18) CCc1nc2ccc(C(=O)NCc3cccs3)cn2c1N(CC)Cc1cccc(Br)c1
Compound	13	14	15	16	17	18
RGS4 inhibitor	-27%	2%	-5%	-6%	19%&-11%	.
LDHA block	-11	-2	2	-4	-3&-1	1
ERG-DNA inh	1%	-3%	-9%	-2%	2%&0%	.
12-LOX inh	?	?	0%	24%	38%&-17%[activator]	-2%
GRP78 ERSR act	-1%	4%	-2%	-4%	4%&-3%	1%
Vif-A3F inh	0%	0%	-8%	-4%	2%&4%	.
Vif-APOBEC3G blk	9%	-2%	-4%	0%	2%&2%	-8%
D2 antagonist	.	5	.	3	18	.
D2 agonist	.	-1.3	1.6	1.4	-0.3&0.0	.

19) CS(=O)(=O)N1CCC(NC(=O)Cc2ccccc2)CC1
20) Cc1c(Cl)c(C(=O)N2CCCCCC2)nn1C
21) CCn1c(SCC(=O)NNC(=O)c2ccco2)nnc1-c1ccco1
22) CC(C)(C)c1ccc(C(=O)NC(=S)Nc2ccc(N3CCOCC3)cc2)cc1
23) COc1ccccc1C(=O)NC(=O)COC(=O)c1ccco1
24) CC(=O)c1cn(Cc2ccccc2)c(=O)[nH]c1=O
Compound	19	20	21	22	23	24
RGS4 inhibitor	-9%	-25%	-18%	13%	2%	2%
LDHA block	-1	3	2	-1	-10	-7
ERG-DNA inh	4%	1%	3%	10%	2%	3%
12-LOX inh	0%	13%	-16%	?	-28%	2%
GRP78 ERSR act	-5%	-4%	1%	-2%	-5%	-2%
Vif-A3F inh	-4%	2%	11%	2%	-17%	-2%
Vif-APOBEC3G blk	0%	-6%	0%	-4%	-1%	0%
D2 antagonist	-3	7	-2	3	.	-2
D2 agonist	0.4	0.6	0.1	0.5	.	0.5

25) CCN(Cc1nc2ccccc2c(=O)[nH]1)C(=O)c1cccc(NC(=O)c2cccs2)c1
26) Cc1cccc(OCC(O)CN2CCN(c3ccccn3)CC2)c1C (configuration not stated)
27) COCCOC(=O)C(CC(=O)O)NCc1ccco1 (configuration not stated)
28) COc1ccc(S(=O)(=O)Nc2cc(C)ccn2)cc1OC
29) CCCS(=O)(=O)NC(=O)C1(C)CCCN(C(=O)c2cccc(Cl)c2)C1 (configuration not stated)
30) Cn1c(-c2sc3ccccc3c2Cl)n[nH]c1=S
Compound	25	26	27	28	29	30
RGS4 inhibitor	0%	-4%	15%[11.4 µM]	11%	.	-18%
LDHA block	-2	-2	-4	-11	-3	-3
ERG-DNA inh	4%	6%	26%	.	.	-11%
12-LOX inh	4%	?	?	16%	-5%	14µM*
GRP78 ERSR act	-2%	-6%	3%	-2%	-2%	1%
Vif-A3F inh	-22%	-1%	2%	-2%	.	4%
Vif-APOBEC3G blk	-12%	-7%	0%	0%	2%	-1%
D2 antagonist	12	78*	-1	5	.	.
D2 agonist	-1.0	72*	-0.1	0.1	.	.

31) CCOC(=O)N1CCN(C(=O)CSc2nc3c(c(=O)n2-c2ccccc2OC)SCC3)CC1
32) Cc1cc(Cl)c(S(=O)(=O)NCc2cccnc2)cc1OCC(N)=O
33) CS(=O)(=O)c1nsc2nc(=O)c(/C=C3\C=Nc4ccccc43)c(N)n12
34) CC1(C(=O)NS(=O)(=O)C2CC2)CCCN(C(=O)c2cccs2)C1 (configuration not stated)
35) COc1ccccc1N1CCN(CCNC(=O)Nc2cccc(C)c2C)CC1
36) CC(C)CC(NC(N)=O)C(=O)OCC(=O)N(Cc1ccccc1)Cc1ccccc1 (configuration not stated)
Compound	31	32	33	34	35	36
RGS4 inhibitor	-1%	9%	5%	.	-16%	-16%
LDHA block	-12	-1	-6	-6	-3	-4
ERG-DNA inh	4%	-6%	-6%	.	-2%	-2%
12-LOX inh	0%	18%	?	-4%	-1%	1%
GRP78 ERSR act	-6%	-4%	0%	-1%	-6%	-4%
Vif-A3F inh	1%	.	2%	.	4%	8%
Vif-APOBEC3G blk	2%	0%	-1%	0%	0%	1%
D2 antagonist	.	-11	7	.	.	2
D2 agonist	.	0.5	-0.5	.	.	0.4

37) CC(=O)c1ccc(NC(=O)CCC(=O)OCC(=O)c2cccc([N+](=O)[O-])c2)cc1
38) O=C(O)c1cnc(-c2ccccc2)nc1C(F)(F)F
39) COc1ccc([N+](=O)[O-])cc1NS(=O)(=O)Cc1ccccc1
40) CCCCOc1ccc(CN2C(=O)C(=O)c3cc(Br)cc(C)c32)cc1OC
41) CC(=O)Nc1ccc(NC2(C)C(=O)c3ccccc3C2=O)cc1
42) CC(C)c1ccc2c(c1)CCC1C(C)(CN)CCCC21C (configuration not stated)
43) Cc1cccc(CNC(=O)c2cnc3sc(N4CCCCCC4)nn3c2=O)c1
44) CCn1cc(CNC(=O)c2cc(Cl)ccc2OC)c(C)n1
45) C=CCn1c(NCCO)nc2c1c(=O)n(C)c(=O)n2C
Compound	37	38	39	40	41	42	43	44	45
RGS4 inhibitor	-1%	17%	5%	?	?	2%	-20%	4%	-13%
LDHA block	-2	-6	1	20	-6	0	-7	-7	3
ERG-DNA inh	16%	5%	9%	2%	-2%	-2%	5%	0%	-8%
12-LOX inh	.	-6%	0%	?	74%[activator]	?	-20%	-7%	11%
GRP78 ERSR act	-2%	-6%	-4%	9%	-2%	-11%	0%	-3%	-3%
Vif-A3F inh	-10%	2%	0%	0%	6%	7%	-8%	-3%	1%
Vif-APOBEC3G blk	0%	-5%	-1%	-21%	-1%	-30%	3%	2%	0%
D2 antagonist	2	-8	-7	.	-11	-12	.	1	8
D2 agonist	0.3	0.5	0.0	-0.9	0.6	0.7	-0.1	-0.1	-0.1
